Screening results as filed in PubChem BioAssay.
RXFP1 ag – qHTS Assay for Agonists of the Relaxin Receptor RXFP1. Relaxin receptor 1 (Homo sapiens), Q9HBX9. HEK293T-RXFP1 cAMP TR-FRET, 30 min; response scale: percent of porcine relaxin response, buffer zero. Potency, µM (top dose mostly 57.5 µM), inactives show at the highest dose activation, usual class: activators. 0.3% of 370,000 active. AID 2676, 2010; active means well fitted activation curve with a large enough effect; further: nearly all actives have a fitted effect of over 60% in size; many of its hits are not listed in these tables
Target sequence (Q9HBX9 whole entry, looked up): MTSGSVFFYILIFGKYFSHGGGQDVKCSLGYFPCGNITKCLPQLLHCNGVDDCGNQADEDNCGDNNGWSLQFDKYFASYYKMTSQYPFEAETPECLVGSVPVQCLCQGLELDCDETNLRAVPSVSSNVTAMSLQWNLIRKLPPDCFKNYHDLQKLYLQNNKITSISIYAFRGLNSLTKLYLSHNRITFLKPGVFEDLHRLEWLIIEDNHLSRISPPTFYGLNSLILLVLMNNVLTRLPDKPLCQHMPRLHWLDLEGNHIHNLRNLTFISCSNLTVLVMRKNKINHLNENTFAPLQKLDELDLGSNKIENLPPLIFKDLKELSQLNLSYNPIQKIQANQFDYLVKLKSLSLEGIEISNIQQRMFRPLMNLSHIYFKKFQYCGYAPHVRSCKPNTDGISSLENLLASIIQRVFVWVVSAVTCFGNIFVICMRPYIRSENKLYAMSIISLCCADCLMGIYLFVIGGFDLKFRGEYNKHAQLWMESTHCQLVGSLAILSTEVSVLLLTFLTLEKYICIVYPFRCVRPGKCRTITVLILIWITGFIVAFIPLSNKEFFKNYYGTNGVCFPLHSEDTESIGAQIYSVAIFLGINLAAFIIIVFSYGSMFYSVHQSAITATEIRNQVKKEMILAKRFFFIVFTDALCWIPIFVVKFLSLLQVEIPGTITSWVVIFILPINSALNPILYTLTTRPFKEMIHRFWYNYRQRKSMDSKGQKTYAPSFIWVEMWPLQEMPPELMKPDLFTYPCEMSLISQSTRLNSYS
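cAMP rise read by TR-FRET after 30 min, 37C compound exposure (up to 58 uM) in RXFP1-transfected HEK293 cells with Ro 20174 present. EC50 from Hill-equation fits, with 29 nM porcine relaxin as 100% and buffer as basal.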
An asterisk follows results filed as active; [ ] = remark or other dose. On the % scale 0 is the no-effect control and ±100 the full control effect; potency means the concentration at half of the fitted maximal effect. Only part of the results is shown, so the mix of outcomes need not match the whole.

| compound | RXFP1 ag |
| --- | --- |
| COc1cccc(NC(=O)c2cc3cccc(OC)c3o/c2=N\O)c1 | -0.4% |
| Cc1cc(C)c2c(=O)n(CC(=O)N3CCC(Cc4ccccc4)CC3)sc2n1 | 7.8% |
| O=C(CCCCCNC(=O)c1ccccc1)N=Nc1c(O)[nH]c2c(Br)cc(Br)cc12 | 1.8% |
| CC1=CC(C)(C)N(C(=O)C(C)N2C(=O)c3ccccc3C2=O)c2c(C)cc(C)cc21 (stereo unspecified) | 1.9% |
| Cc1nc(SCc2nnc(-c3ccc(Cl)cc3)o2)c2c3c(sc2n1)CCC3 | -0.1% |
| O=C1Nc2ccccc2C12Nc1ccccc1S2 (stereo unspecified) | 2.1% |
| Cc1cc2c(n1-c1ccc(C(=O)O)cc1)CCCCC2 | 2.4% |
| Cn1c(=O)[nH]c(=O)c2c1nc(N1CCN(c3cccc(Cl)c3)CC1)n2CCCc1ccccc1 | 0.8% |
| CC(C)N1CC=C2C(C#N)=C(N)C(C#N)(C#N)[C@H](c3ccoc3)[C@H]2C1 | 2.3% |
| COc1ccc(C2c3c(ccc4ccccc34)Oc3ncn4nc(Cc5ccc(OC)c(OC)c5)nc4c32)cc1 (stereo unspecified) | 0.0% |
| Cc1cc2nc(NC3=NCN(CCN4CCOCC4)CN3)nc(C)c2cc1C | 3.0% |
| COc1cccc(CN2CCNC(=O)C2CC(=O)N(C)CCc2ccccn2)c1OC (stereo unspecified) | -3.8% |
| O=C1[C@H]2[C@H]3[C@H](O)[C@H](O)C/C(=N\OC[C@@H](O)COCc4ccco4)[C@@H]3CC[C@H]2C(=O)N1c1ccc(F)cc1F | -0.5% |
| O=C(CSc1nnc(Cc2cc(=O)[nH]c(=O)[nH]2)n1-c1ccc(Cl)cc1)N1CCc2ccccc21 | 0.1% |
| CN1C(=O)COc2ccc(C(=O)c3oc4ccccc4c3-c3cnc4c(c3)COc3ccccc3-4)cc21 | 3.7% |
| C/C(CCN1CCCCc2nc(C)c(C)cc21)=N\OC[C@@H](O)[C@H]1O[C@@H]2OC(C)(C)O[C@@H]2[C@H]1O | -0.9% |
| Cc1conc1NC(c1cccs1)c1ccc2cccnc2c1O (stereo unspecified) | -2.1% |
| Cc1ccc(C)n1-c1ccc(C(=O)NCc2cccnc2)cc1 | 1.0% |
| CCN1CCN(CCCCSc2ccccc2)CC1 | 0.5% |
| COc1cccc(-n2c([S-])c(C(=O)Nc3ccc(C(F)(F)F)cc3)[n+]3ccccc23)c1 | 1.2% |

Looked up by structure from the entries so far, six records:
| compound | RXFP1 ag |
| --- | --- |
| CCN1CCN(CCCCSc2ccccc2)CC1 | 0.5% |
| Cn1c(=O)[nH]c(=O)c2c1nc(N1CCN(c3cccc(Cl)c3)CC1)n2CCCc1ccccc1 | 0.8% |
| COc1cccc(CN2CCNC(=O)C2CC(=O)N(C)CCc2ccccn2)c1OC (stereo unspecified) | -3.8% |
| O=C(CSc1nnc(Cc2cc(=O)[nH]c(=O)[nH]2)n1-c1ccc(Cl)cc1)N1CCc2ccccc21 | 0.1% |
| CN1C(=O)COc2ccc(C(=O)c3oc4ccccc4c3-c3cnc4c(c3)COc3ccccc3-4)cc21 | 3.7% |
| O=C1Nc2ccccc2C12Nc1ccccc1S2 (stereo unspecified) | 2.1% |

(next part)
| compound | RXFP1 ag |
| --- | --- |
| O=C(CSc1nnc(SCc2cccc3ccccc23)s1)N=Nc1c(O)[nH]c2ccccc12 | -0.8% |
| COC(=O)c1ccccc1NC(=O)CSc1nnc(-c2ccc(C)cc2)o1 | 6.5% |
| Cc1nc(N2CCN(c3ccccc3)CC2)[nH]c(=O)c1Cc1cccc2ccccc12 | -0.2% |
| c1csc(-c2nn3c(-c4ccncc4)nnc3s2)c1 | 2.7% |
| CO[C@H]1C[C@@H]2CC[C@@H](C)[C@@](O)(O2)C(=O)C(=O)N2CCCC[C@H]2C(=O)O[C@H]([C@H](C)C[C@@H]2CC[C@@H](O)[C@H](OC)C2)CC(=O)[C@H](C)C=C(C)[C@@H](O)[C@@H](OC)C(=O)[C@H](C)C[C@H](C)C=CC=CC=C1C | -1.1% |
| CC(C)(C)C(=O)/C(C#N)=c1\s/c(=C\c2ccncc2)c(=O)n1CCCN1CCOCC1 | -0.6% |
| CCCn1cnc2c(c1=O)c1nc3ccccc3nc1n2CCC1=CCCCC1 | 0.6% |
| CC1=C(C(=O)OCC2CCCCC2)C(c2cccc(O)c2)NC(=O)N1 (stereo unspecified) | -2.0% |
| Cc1ccc2c(c1)sc1ncc(NC(=O)c3ccc(F)cc3)c(=O)n12 | 8.5% |
| OCCCc1nc2n(n1)C(c1cccs1)C=C(c1ccc(Br)cc1)N2 (stereo unspecified) | 6.5% |
| CC(=O)c1cccc(NC(=O)Nc2cc3sccc3n2C)c1 | -0.5% |
| COc1ccc(NC(=S)N(CCO)Cc2ccccc2)cc1 | -0.1% |
| COc1cccc(CC(NC(C)=O)C(=O)NC2CCN(c3c4c(nc5ncnn35)CCC4)CC2)c1OC (stereo unspecified) | 18% |
| Cc1cc2c(c(=O)n1Cc1ccccc1)C1O[C@](CCCCN3C(=O)c4ccccc4C3=O)(Cc3cc(C#N)ccc31)O2 | 0.0%[11.5 µM] |
| COc1ccc(C2C(C(C)=O)=C(O)C(=O)N2CCN(C)C)cc1OC (stereo unspecified) | 0.1% |
| COC(=O)c1ccccc1S(=O)(=O)N(Cc1cc2cc3c(cc2[nH]c1=O)OCO3)C1CCCCC1 | 4.0% |
| O=C1[C@H](CC[C@H](O)c2ccc(F)cc2)[C@@H](c2ccc(O)cc2)N1c1ccc(F)cc1 | 4.5% |
| CCn1ncc(CNC(=O)c2cccc([N+](=O)[O-])c2)c1C | -0.4% |
| Cc1coc2cc3oc(=O)c4c(c3cc12)CCC4 | -0.3% |
| O=C(C1=C[C@H](c2ccccc2)C[C@H](OCc2ccc(CO)cc2)O1)N1CCCCCCC1 | -1.7% |
| CC(=O)c1cn(CCCCCCCCCCn2cc(C(C)=O)c(=O)[nH]c2=O)c(=O)[nH]c1=O | 0.3% |
| CC(C)c1ccc(/C=C/C(=O)NC2=NCCS2)cc1 | -2.2% |
| Cc1ccc(N=c2c([N+](=O)[O-])nn(-c3ccc4c(c3)OCCO4)n2O)c(Cl)c1 | 0.7% |
| CCOc1ccc2nc(NC3=NCN(Cc4ccco4)CN3)nc(C)c2c1 | -0.1% |
| O=C1NC(=S)N/C1=C/c1ccc(-c2c(Br)cc([N+](=O)[O-])cc2Br)o1 | 0.4% |
| Cc1cc2cc(CCNC(=O)C3c4ccccc4Oc4ccccc43)c(=O)[nH]c2cc1C | 4.1% |
| COC(=O)c1cc(-c2ccccc2)sc1NC(=O)c1cc(C)on1 | 2.0% |
| COc1ccc(C(=O)C2CCCN(Cc3c(C)[nH]c4ccccc34)C2)c(OC)c1 (stereo unspecified) | -0.2% |
| CCN1C(=O)[C@H]2[C@H]3[C@H](O)[C@H](O)C/C(=N\OC[C@@H](C)[C@H](OCc4ccccc4)C(C)C)[C@@H]3CC[C@H]2C1=O | 2.5% |
| CC(C)c1ccc(C2C3CSCC=C3C(C#N)=C(N)C2(C#N)C#N)cc1 (stereo unspecified) | 2.4% |
| CCC(=O)Nc1nc2n(n1)C(c1ccc(OC)cc1)C=C(c1ccccc1)N2 (stereo unspecified) | 4.6% |
| COc1ccc(-n2c(NC(=O)c3ccc(Br)o3)c(C#N)c3nc4ccccc4nc32)cc1 | 13% |
| CCN(CC)CCNc1ncnc2c1[nH]c1ccc(OC)cc12 | -0.4% |
| Cc1cccc2cc(CN(Cc3ccco3)C(=O)N3CCCC3)c(=O)[nH]c12 | -0.8% |
| CC1OC(O[C@H]2CC[C@]3(C)C4C=C[C@]56OC[C@@]7(CC[C@@H](C)[C@H](C)C75)[C@H](O)C[C@@]6(C)[C@]4(C)CC[C@H]3C2(C)C)C(OC2OC(CO)C(O)C(O)C2OC2OCC(O)C(O)C2O)C(O)C1O (stereo partly specified) | 0.8% |
| CCOC(=O)c1cc2c(=O)n3cc(C)ccc3nc2n(Cc2cccnc2)c1=N | 1.8% |
| COc1ccc(C(=O)/C=C/Nc2ccc(S(=O)(=O)Nc3ncccn3)cc2)cc1 | -0.4% |
| COc1ccc(/C=N/c2sc3c(c2C#N)CCN(Cc2ccccc2)C3)c(O)c1 | 0.9% |
| O=C1OCC2OC(O)C(O)C(O)C2OC(=O)c2cc(O)c(O)c(O)c2-c2c(O)c(O)c3oc(=O)c4c(c(O)c(O)c5oc(=O)c2c3c54)-c2c1cc(O)c(O)c2O (stereo unspecified) | 0.7% |
| Cc1cc(C)nc(N2CCN(c3nc(C)cc(C)n3)CC2)n1 | -0.2% |

Next part.
smiles,RXFP1 ag
COc1cc2cc(Oc3ccc4ccc(=O)oc4c3)c(=O)oc2cc1OC(=O)C=C(C)C,0.8%
CCOC(=O)C1(CC2CC2)CCN(Cc2ccc(O)c(Cl)c2)CC1,1.8%
Cc1ccc(S(=O)(=O)NCCC(=O)N2CCCCC2)cc1,-0.7%
Cc1ccc(S(=O)(=O)Nc2ccc(-c3nc4cc(NS(=O)(=O)c5ccc(C)cc5)ccc4o3)cc2)cc1,6.2%
O=C(O)CN1CCNCC1,1.0%
COc1ccc(Cl)cc1Nc1nc(-c2sc(NC(=O)c3ccccc3)nc2C)cs1,-0.8%
CCCCNS(=O)(=O)c1ccc2nc(-c3cccs3)cc(C(=O)NCC(OC)OC)c2c1,1.7%
COc1ccc(-c2nnc3n2N=C(c2ccccc2)CS3)cc1OC,8.0%
CCOCCCNC(=O)c1cn(C)c2ccc(S(=O)(=O)N(C)C3CCCCC3)cc2c1=O,-0.5%
COc1ccc2c(c1)O[C@@H](c1cccc(C(F)(F)F)c1)[C@H](O)C2=O,-0.6%
C#CCOCCOCCOCCNc1nc(N2CCN(C(=O)[C@H](C)n3cc(CCCN=C(N)N)nn3)CC2)nc(N2CCN(C(=O)[C@H](Cc3ccc(O)cc3)n3cc(CCO)nn3)CC2)n1,0.3%
Cc1cc(/C=N/Nc2nc(N)ncc2[N+](=O)[O-])c(C)n1-c1cccc(C(F)(F)F)c1,1.9%
Cc1ccc(S(=O)(=O)c2cc3c(=O)n4cccc(C)c4nc3n(Cc3ccco3)c2=N)cc1C,2.5%
CC1(C)Oc2ccc(/C=C/C(=O)N3CCOCC3)c(O)c2C(N2CCOCC2)C1O (stereo unspecified),0.8%
COC(=O)[C@@H](N)Cc1ccc(O)cc1,4.4%

The closing 3 compounds of the part above are carried over, then new ones follow:
smiles,RXFP1 ag
Cc1ccc(S(=O)(=O)c2cc3c(=O)n4cccc(C)c4nc3n(Cc3ccco3)c2=N)cc1C,2.5%
CC1(C)Oc2ccc(/C=C/C(=O)N3CCOCC3)c(O)c2C(N2CCOCC2)C1O (stereo unspecified),0.8%
COC(=O)[C@@H](N)Cc1ccc(O)cc1,4.4%
O=S(=O)([O-])CCC[n+]1c(/C=C\Nc2ccccc2)oc2ccc(-c3ccccc3)cc21,1.6%
COc1cccc([C@@H]2Oc3ccc(OC)cc3C(=O)[C@H]2OC(=O)NCc2ccc3c(c2)OCO3)c1,4.5%
CC(=O)NN1C(=O)c2ccc(Oc3ccc4c(c3)C(=O)N(NC(C)=O)C4=O)cc2C1=O,0.2%
OCCCc1nc2n(n1)C(c1cccs1)C=C(c1ccccc1)N2 (stereo unspecified),2.1%
O=C(O)Cc1cc(C(=O)Nc2ccc(Br)cc2)sc1-c1ccccc1,8.4%
Cc1cc(C)n2nc(SCc3cc(=O)oc4cc(C)c(C)cc34)nc2n1,0.9%
CS(=O)(=O)c1nc(-c2ccco2)cc(C(F)(F)F)n1,0.3%
CCOC(=O)c1c(NC(=O)C2=C(C)NC(=S)NC2c2ccc(CC)cc2)sc(C)c1C (stereo unspecified),2.9%
COc1ccc(N(C)C(=S)Oc2ccc(C(=O)Nc3ccccc3)cc2)cc1,3.2%
CN1C2CCC1/C(=C\c1ccccc1Cl)C(=O)/C2=C\c1ccccc1Cl,1.4%
O=C(NCc1ccco1)c1cccn2c(=O)c3cc4ccccc4cc3nc12,0.0%
Cc1[nH]c(C)c(C(=O)O)c1CNC1CCCCC1C (stereo unspecified),1.6%
CC(C)[C@@H]1NC(=O)c2cc([N+](=O)[O-])cc(I)c2NCC[C@@H](C(N)=O)NC(=O)[C@H](CO)NC1=O,5.1%
COc1cccc(/C(O)=C2/C(=O)C(=O)N(CCCN(C)C)C2c2cccc(Cl)c2)c1 (stereo unspecified),2.2%
CCOC(=O)c1c(C)[nH]c(C(=O)Nc2ccc3c(c2)OCO3)c1C,2.4%

Shown as labelled records: 2 of the compounds above
COc1cccc([C@@H]2Oc3ccc(OC)cc3C(=O)[C@H]2OC(=O)NCc2ccc3c(c2)OCO3)c1
  RXFP1 ag = 4.5%

CC(=O)NN1C(=O)c2ccc(Oc3ccc4c(c3)C(=O)N(NC(C)=O)C4=O)cc2C1=O
  RXFP1 ag = 0.2%

Remaining list, next part:
smiles,RXFP1 ag
CN(C)CCNCCCOc1ccccc1-c1ccccc1,-0.3%
Cc1nc2c3c(-c4ccccc4)c(-c4ccccc4)oc3ncn2n1,1.2%
CC(C)=CCC/C(C)=C/CC(C)(C)CNCCN1CCNCC1,0.0%
O=C(CSCc1ccco1)c1ccc(Cl)s1,4.4%
Clc1ccc(-c2nn3c(-c4ccncc4)nnc3s2)c(Cl)c1,9.9%
COCCN1C(=S)N[C@@H](c2ccccc2)C(C(=O)OC)=C1C,-0.4%
O=C(O)C1CCC(N2C(=O)c3c(Cl)c(Cl)c(Cl)c(Cl)c3C2=O)CC1 (stereo unspecified),0.0%
CCOc1ccc(C2C(C#N)=C(N)SC(N)=C2C#N)cc1OC,13%
O=[N+]([O-])c1cc(C(F)(F)F)ccc1N/N=C/c1cc2ccccc2nc1Cl,1.7%
Cc1cccc(N(CC(=O)NC2CCCCC2)C(=O)CCC(=O)Nc2ccccn2)c1,2.3%
O=C(O)c1ccc(Nc2nc(-c3cccnc3)nc3ccccc23)cc1,3.7%
